hDAT+cocaine: changed hDAT dopamine uptake under cocaine IC80, either direction, primary screen, cocaine antagonist project, cell-based, LLC-PK1 hDAT, [14C]-dopamine uptake, MLSMR; Sodium-dependent dopamine transporter (Homo sapiens), Q01959; LLC-PK1 hDAT cells, [14C]-dopamine uptake with cocaine IC80; actives deviate in either direction; B-score at 10 µM; 1.3% of 110,000 active;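 active = Z score or B-score, a plate-position-corrected score, falls beyond the plate's 99.7% confidence bounds, in either direction; inactive = both scores lie inside the 99.7% bounds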;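 also: scored against the spread of the other compound wells on the same plate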
Target sequence (Q01959 whole entry, looked up): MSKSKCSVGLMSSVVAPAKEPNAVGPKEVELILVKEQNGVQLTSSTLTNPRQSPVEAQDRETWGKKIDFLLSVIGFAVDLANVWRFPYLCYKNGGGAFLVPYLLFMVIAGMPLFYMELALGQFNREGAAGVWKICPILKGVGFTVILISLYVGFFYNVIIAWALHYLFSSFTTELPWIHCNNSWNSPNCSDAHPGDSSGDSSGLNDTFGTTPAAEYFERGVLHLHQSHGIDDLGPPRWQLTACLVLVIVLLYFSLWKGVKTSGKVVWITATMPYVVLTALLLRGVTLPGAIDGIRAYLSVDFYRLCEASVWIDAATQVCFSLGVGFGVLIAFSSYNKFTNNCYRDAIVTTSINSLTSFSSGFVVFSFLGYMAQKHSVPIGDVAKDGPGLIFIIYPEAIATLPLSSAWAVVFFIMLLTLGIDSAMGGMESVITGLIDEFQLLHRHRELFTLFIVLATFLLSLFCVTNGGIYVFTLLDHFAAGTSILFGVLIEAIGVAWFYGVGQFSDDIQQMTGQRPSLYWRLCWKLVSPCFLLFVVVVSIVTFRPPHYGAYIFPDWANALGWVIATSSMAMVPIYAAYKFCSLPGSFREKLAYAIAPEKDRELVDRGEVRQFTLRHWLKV
The depositor's hits bear a star. Only part of the results is shown (hit frequency here may not be typical).

SMILES	hDAT+cocaine
CC(C)=CCCC1(C)C=Cc2c(ccc3c2[nH]c2cc(O)c(C)cc23)O1 (stereo unspecified)	-1.84
O=C(NC1CCCCC1)[C@H](CSCc1ccccc1)N1Cc2ccccc2C1=O	-0.72
Cc1cc(-c2cc(C(=O)NC3CCCC3)on2)nc(NC2CCCC2)n1	0.00673
COc1ccc(CNC(=O)C2(CC3CC(c4ccccc4)=NO3)CCN(C(=O)Cc3ccc(F)cc3)CC2)cc1 (stereo unspecified)	0.959
C#Cc1ccc([C@H]2C=C(C(=O)O)O[C@@H](OCCCCO)C2)cc1	-0.0286
COC(=O)c1cccc(C23CC4(C2)[C@H](CN(Cc2ccc(-c5ccccc5)cc2)[C@@H]4c2ccccc2)C3c2ccc(C(F)(F)F)cc2)c1 (stereo partly specified)	1.03
NC(=O)[C@@H]1CC2(CC(c3cccc(NC(=O)COc4ccc(Cl)cc4)c3)=NO2)CN1C(=O)c1ccccc1 (stereo partly specified)	0.483
COc1ccc(C[C@H]2CN3C(=NC[C@@H]3C(C)C)N2CCNC(=O)c2ccc(C)c(Br)c2)cc1	-3.15*
C[C@]12CC[C@@H]3c4cc(O)c(O)cc4CC[C@H]3[C@@H]1CC[C@@H]2O	0.885
COC(=O)CCCC1=CC2=CC(=O)C(C)(O)C(=O)C2=CO1 (stereo unspecified)	-0.633
CCO[C@H]1OC(C(=O)NCc2ccccc2)=C[C@@H](C2CC2)[C@@H]1CCCO	1.88
CCCCCCCN1C/C=C\C(c2ccc(OC)cc2)N(Cc2ccc(F)cc2)C(=O)[C@H]1Cc1ccccc1 (stereo partly specified)	0.877
CC1(c2nnc(-c3cccc(Cl)c3)o2)CC(c2ccc(C#N)cc2)=NO1 (stereo unspecified)	0.244
C=CCCN(C(CC(C)C)C(=O)OC)S(=O)(=O)c1ccccc1Br (stereo unspecified)	-0.61
C1=C(c2ccccc2)Nc2ncnn2C1c1ccccc1 (stereo unspecified)	-0.00915
CN1CCN(CC/C=C2/c3ccccc3Sc3ccc(S(=O)(=O)N(C)C)cc32)CC1	-1.07
NC(=O)C1=C[C@H](c2ccc(C(F)(F)F)cc2)C[C@H](OCCCCO)O1	-1.22
COC(=O)[C@@H]1C[C@@]2(O)[C@@H](O)[C@@H](O)[C@@H](O)C[C@H]2N1Cc1ccc(Cl)cc1	-0.148
Cc1nc(-c2ccccc2)sc1C1(C)CC(c2cccc([N+](=O)[O-])c2)=NO1 (stereo unspecified)	0.0583
Cc1nnc(Sc2nc3c(c(=O)[nH]c(=O)n3C)n2Cc2ccccc2)s1	-1.35
O=C(Nc1ccccc1)C1=C[C@@H](C2CCCCC2)C[C@@H](OCc2ccc(CO)cc2)O1	2.22
C#CCOCCOCCOCCNc1nc(N2CCN(C(=O)Cn3cc(CCCN=C(N)N)nn3)CC2)nc(N2CCN(C(=O)[C@H]([C@@H](C)CC)n3cc(CCC(=O)O)nn3)CC2)n1	0.352
CCN1CCN(Cc2ccc(NC(=O)c3ccc(C)c(NC(=O)c4cc(-c5ccc(Br)cc5)n[nH]4)c3)cc2C(F)(F)F)CC1	-0.248
Cc1ccc(Cn2c(C(C)Nc3nc(-c4ccc(F)cc4)cs3)nc3cc(Cl)c(Cl)cc32)cc1 (stereo unspecified)	-0.0201
C#CCOCCOCCOCCNc1nc(N2CCN(C(=O)[C@H](Cc3cc4ccccc4[nH]3)n3cc(C(N)CC(C)C)nn3)CC2)nc(N2CCN(C(=O)[C@H](CCC(=O)O)n3cc(C(N)[C@H](C)CC)nn3)CC2)n1 (stereo partly specified)	2.1
CCO/C([O-])=N/c1c[n+](N2CCOCC2)no1	-0.0147
C/C=C1\C(OC2OC(CO)C(O)C(O)C2O)OC=C(C(=O)OC)C1CC(=O)OCC1C(C)C(OC(=O)CC2C(C(=O)OC)=COC(OC3OC(CO)C(O)C(O)C3O)/C2=C\C)CC1C(CO)CO (stereo unspecified)	0.646
CCOC(=O)C1CCN(c2c(C(=O)c3ccccc3)cnc3ccc(CC)cc23)CC1	0.0484
COc1ccc(CNC(=O)OCCN2CCN(S(=O)(=O)c3ccc(C)cc3)CCC2=O)cc1	0.528
COC(=O)CCCC1=CC2=C(c3ccccc3)C(=O)C(C)(OC(=O)C3CCCC3)C(=O)C2=CN1C(CO)CO (stereo unspecified)	0.0788
CCN1C(=O)N[C@@H](CCc2ccccc2)[C@@H](C(=O)OC)[C@H]1C	-0.0304
CC(C)C1CCC(C(=O)N[C@H](Cc2ccccc2)C(=O)O)CC1 (stereo partly specified)	-0.339
C#CCNC(=O)C1=C[C@H](c2ccc3c(c2)OCO3)C[C@H](OCCCCO)O1	-0.27
COC(=O)c1cccc(C23CC4(C2)[C@H](CN(CC2CCCCC2)[C@@H]4c2ccccc2)C3c2ccccc2)c1 (stereo partly specified)	0.0397
CCCC/C=C/C(NC(=O)CCc1ccccc1)c1ccccc1 (stereo unspecified)	-0.833
CC(C)n1cnc2c(N(C)c3ccccc3)nc(N(CCN(C)C)Cc3ccccc3)nc21	1.11
Cc1ccc(S(=O)(=O)N2CCC(=O)N(C(COCc3ccccc3)C(C)C)CC2)cc1 (stereo unspecified)	-0.0242
CCC(=O)NCCc1nc2ccccc2n1CC(=O)c1ccccc1	-0.899
O=C(N[C@@H](Cc1ccc(O)cc1)C(=O)O)c1ccncc1	-0.0374
CCN(CC)CCOCCOC(=O)C1(c2ccccc2)CCCC1	0.858

Some of these compounds in order of their number in hDAT+cocaine, smallest number first:
SMILES	hDAT+cocaine
CC(C)C1CCC(C(=O)N[C@H](Cc2ccccc2)C(=O)O)CC1 (stereo partly specified)	-0.339
C#CCNC(=O)C1=C[C@H](c2ccc3c(c2)OCO3)C[C@H](OCCCCO)O1	-0.27
CCN1C(=O)N[C@@H](CCc2ccccc2)[C@@H](C(=O)OC)[C@H]1C	-0.0304
Cc1ccc(S(=O)(=O)N2CCC(=O)N(C(COCc3ccccc3)C(C)C)CC2)cc1 (stereo unspecified)	-0.0242
COC(=O)c1cccc(C23CC4(C2)[C@H](CN(CC2CCCCC2)[C@@H]4c2ccccc2)C3c2ccccc2)c1 (stereo partly specified)	0.0397
CCN(CC)CCOCCOC(=O)C1(c2ccccc2)CCCC1	0.858

Following part
SMILES	hDAT+cocaine
CC(C)Nc1ccc(C(CC(N)=O)NC(=O)Cc2cccc3ccccc23)cc1[N+](=O)[O-] (stereo unspecified)	-0.406
C#CCOCCOCCOCCNc1nc(N2CCN(C(=O)[C@H](Cc3ccc(O)cc3)n3cc([C@@H](N)C(C)CC)nn3)CC2)nc(N2CCN(C(=O)[C@H](Cc3cc4ccccc4[nH]3)n3cc([C@@H](N)CC(C)C)nn3)CC2)n1 (stereo partly specified)	0.942
C=CCNC(=O)c1ccc2c3n(nc2c1)-c1ccc(Cl)cc1CO3	1.24
CCN(CC)c1ccc2cc(S(=O)(=O)c3ccc(Cl)cc3)c(=O)oc2c1	-0.252
COC(=O)[C@@]1(Cc2ccc(OC)cc2)[C@H]2c3cc(C(=O)N4CCCC4)n(CCn4cc([N+](=O)[O-])nc4C)c3C[C@H]2CN1C(=O)c1ccccc1	0.827
NC(=O)C1=C[C@@H](c2ccc(C(F)(F)F)cc2)C[C@@H](OCc2ccc(CO)cc2)O1	0.474
C=C(C)[C@@H]1CC=C(C(=O)O)CC1	1.17
COc1c(O)cccc1[C@H](O)C1CCN(CCc2ccc(F)cc2)CC1	0.51
C=C1CCN([C@@H](CC(C)C)C(=O)Nc2ccc(OC)cc2)S(=O)(=O)c2ccccc21	0.902
Cc1ccc(CNC(=O)C2CC3Cn4c(nc5cc(C)c(C)cc54)C3N2C)o1 (stereo unspecified)	1.27

In a second layout: results already given
hDAT+cocaine | Molecule
-0.833 | CCCC/C=C/C(NC(=O)CCc1ccccc1)c1ccccc1 (stereo unspecified)
1.11 | CC(C)n1cnc2c(N(C)c3ccccc3)nc(N(CCN(C)C)Cc3ccccc3)nc21
-0.0242 | Cc1ccc(S(=O)(=O)N2CCC(=O)N(C(COCc3ccccc3)C(C)C)CC2)cc1 (stereo unspecified)
-0.899 | CCC(=O)NCCc1nc2ccccc2n1CC(=O)c1ccccc1
-0.0374 | O=C(N[C@@H](Cc1ccc(O)cc1)C(=O)O)c1ccncc1

The list continues.
SMILES	hDAT+cocaine
Cc1nc(-c2ccccc2)sc1C1(C)CC(c2cccnc2)=NO1 (stereo unspecified)	0.641
CC[C@H]1CC2CN3CCc4c([nH]c5c([C@H]6C[C@H]7[C@H](CC)CN(C)[C@@H](Cc8c6[nH]c6ccccc86)[C@H]7C(=O)OC)c(OC)ccc45)C(C(=O)OC)(C2)C13	-0.761
C#CCOCCOCCOCCNc1nc(N2CCN(C(=O)[C@H](CCC(=O)O)n3cc(C(N)CC(C)C)nn3)CC2)nc(N2CCN(C(=O)[C@H](CCC(=O)O)n3cc(C(N)CC(C)C)nn3)CC2)n1 (stereo partly specified)	-0.638
O=C(NCc1ccc(OC(F)(F)F)cc1)c1ccc2c(c1)S(=O)(=O)c1ccccc1C2=O	0.89
NC(=O)[C@@H]1CCCNc2c(I)cc([N+](=O)[O-])cc2C(=O)N[C@@H](CO)C(=O)NCC(=O)N1	-0.865
COC(=O)[C@@]1(Cc2ccc(F)cc2)[C@H]2c3cc(C(=O)N(C)C)n(Cc4ccccc4)c3C[C@H]2CN1C(=O)c1ccccc1	-0.471
COc1ccc(CCNC(=O)C2CC(c3cccc(F)c3)=NO2)cc1 (stereo unspecified)	-0.436
CCCCCC(=O)Nc1cccc(C2=NOC3(C2)C[C@@H](C(N)=O)N(C(=O)C2(C)CC2)C3)c1 (stereo partly specified)	-0.4
CC/C=C/C(=O)N1CC2(CC(c3cccc(NC(=O)CC(c4ccccc4)c4ccccc4)c3)=NO2)C[C@@H]1C(N)=O (stereo partly specified)	0.759
CCOC(=O)[C@H](CCc1ccccc1)N[C@@H](C)C(=O)N1[C@H](C(=O)O)C[C@@H]2CCC[C@@H]21	0.391
CCCCC1=CC2=C(c3ccco3)C(=O)C(C)(OC(=O)c3ccc(OC)cc3)C(=O)C2=CN1Cc1ccc(OC)cc1 (stereo unspecified)	-0.0765
O=C(NCC1CC1)c1ccc2c3n(nc2c1)-c1ccccc1CO3	0.92
CCc1ncc(C)nc1CC	-0.857
COc1ccc(-c2oc3cc(O)c(OC)c(O)c3c(=O)c2OC)cc1	-0.943
Cc1ccc(C(=O)Nc2cccc(C(F)(F)F)c2)cc1NC(=O)c1ccno1	0.779
C/C(=C\C1CCCCC1)C(NC(=O)c1ccc(C(F)(F)F)cc1)c1ccc(-c2ccccc2)cc1 (stereo unspecified)	0.719
COC(=O)[C@@H]1C[C@H]2CC[C@H](O)C[C@H]2N1Cc1ccc(C(F)(F)F)cc1	-0.738
O=C1CC2(CCCCCC2)Oc2ccccc21	-0.761
CCOC(=O)C1Nc2c(cc(C(F)(F)F)cc2[N+](=O)[O-])C2c3ccccc3CC12 (stereo unspecified)	2.1
C/C=C/C(=O)N1CC2(CC(c3cccc(NC(=O)CC)c3)=NO2)C[C@H]1C(N)=O (stereo partly specified)	-0.0619
C=CCOC(=O)C1=C[C@H](c2csc3ccccc23)C[C@H](OCc2ccc(CO)cc2)O1	0.804
CCOC(=O)C(CCSC)Nc1nc(Cl)nc(Nc2ccc(Cl)cc2)n1 (stereo unspecified)	-0.0926
CCCCCC(=O)Nc1cccc(C2=NOC3(C2)C[C@H](C(N)=O)N(C(=O)c2ccccc2C(=O)c2ccccc2)C3)c1 (stereo partly specified)	3.69*
COCc1c(C(C)C)nc(C(C)C)c(/C=C/[C@@H](O)C[C@@H](O)CC(=O)O)c1-c1ccc(F)cc1	1.48
CC1(C)c2[nH]c3ccccc3c2C[C@H]2C(=O)N(Cc3ccccc3)C(=O)N21	2.84*
O=C1C=CN(Cc2ccccc2)CC1	-0.0915
[C-]#[N+][C@H](O[C@@H]1O[C@H](CO)[C@@H](O)[C@H](O)[C@H]1O)c1ccccc1	-0.527
C#CCOCCOCCOCCNc1nc(N2CCN(C(=O)Cn3cc(CC(C)O)nn3)CC2)nc(N2CCN(C(=O)Cn3cc(CC(C)O)nn3)CC2)n1 (stereo unspecified)	0.085
CC1CC(OC(=O)C(O)c2ccccc2)CC(C)(C)N1C (stereo unspecified)	-0.28
C#CCOCCOCCOCCNc1nc(N2CCOCC2)nc(N2CCN(C(=O)[C@H]([C@@H](C)CC)n3cc(CCCCN)nn3)CC2)n1	0.0998
C[N+](C)(C)C(Cc1ccccc1)C(=O)[O-] (stereo unspecified)	-0.0385
Cc1cn(-c2cc(C(=O)Nc3ccc(C)c(NC(=O)N4CCNC4=O)c3)cc(C(F)(F)F)c2)cn1	0.151
COCCNc1nc(C)cc(-c2cc(C(=O)Nc3ccccc3)on2)n1	0.719
Nc1ccc(C(=O)O)cc1	-0.722
Cc1nn(C)c(Cl)c1S(=O)(=O)N[C@@H](c1ccccc1)[C@]1(C)C[C@H]1[C@@H](C)C(=O)Nc1ccc2ccccc2c1	0.134
COc1ccc(CNC(=O)C2(CC3CC(c4ccccc4)=NO3)CCNCC2)cc1 (stereo unspecified)	-0.707
C=CCNC(=O)C1CC2Cn3c(nc4cc(C)c(C)cc43)C2N1C (stereo unspecified)	0.106
Cc1csc(NC(C)c2nc3cc(Cl)c(Cl)cc3n2CCCO)n1 (stereo unspecified)	0.467
O=C(N[C@@H](Cc1ccc(O)cc1)C(=O)O)c1cccnc1	-0.0859
CCN1C(=O)N[C@@H](CCc2ccccc2)[C@H](C(C)=O)[C@H]1C	-0.335
CC(=O)C1=C(C)N(CC2CC2)C(=O)N[C@H]1c1cccs1	0.0389
CC(=O)OCC(=O)c1c[nH]c2ccccc12	-0.24
CCO[C@@H]1OC(C(=O)O)=C[C@H](C2CC2)[C@H]1CCCO	-0.458

Bioassay records deposited in PubChem BioAssay by Vanderbilt High Throughput Screening Facility.
